Assay outcomes as filed in PubChem.
M18AAP inhibitor = blocks P. falciparum M18 aspartyl aminopeptidase. recombinant PfM18AAP, H-Glu-NHMec fluorogenic cleavage. inhibition, % at 7.35 µM. 290,000 tested, 1.2% active;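 active = inhibition above the campaign mean inhibition over all tested compounds plus 3 SD, cut at about 28% in these data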;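 note: 0% = plate median of test compound wells and 100% = 2 mM ZnCl2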
VIM-2 inhibitor = blocks Pseudomonas aeruginosa VIM-2 metallo-beta-lactamase. 290,000 tested, 0.89% active. purified VIM-2, nitrocefin hydrolysis, epi-absorbance fluorescence. inhibition, % at 5.6 µM;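 active = inhibition above the mean of all tested compounds plus 3 SD, cutoff set per screening run, cut at about 7.5% in these data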;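 note: red hydrolysis product quenches plate fluorescence so inhibitors raise well fluorescence; 0% = enzyme with DMSO and 100% = DMSO without enzyme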
MEKK2 WT-MEK5 = raises or lowers MEK5 binding to wildtype human MEKK2 PB1 domain. Q9Y2U5. bead flow cytometry, Alexa488-MEK5 binding to MEKK2 WT; actives lie on both sides. binding response (% of control), % at 10 µM. 290,000 tested, 1.1% active; in the data active = binding response below about 67% or above about 130%
MEKK2mut PB1 HTS = signal of MEK5 binding to mutant human MEKK2 PB1 domain. 290,000 tested, 0.35% active. bead flow cytometry, Alexa488-MEK5 binding to MEKK2 mutant. AID 1530. percent response, % at 10 µM; in the data active = percent response above about 24%, passing the limit was not always enough; note: inactives centre near 1; some results filed as inactive read as strong as hits; reference of the scale not given here
HCV NS3 hel inh = HCV NS3 helicase inhibition; NS3 helicase DNA unwinding, Cy5 molecular beacon fluorescence; inhibition, % at 10.9 µM; AID 1800; 290,000 tested, 0.56% active;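 active = inhibition above the mean of all tested compounds plus 3 SD, set per campaign, cut at about 35% in these data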;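 note: 0% = DMSO wells and 100% = thioflavine S control wells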
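Test system: hepatitis C virus NS3 helicase domain fragment enzyme. Also added: annealed dual-labelled DNA beacon duplex, ATP-started. Timing: 60 min unwinding reaction at 25 °C after ATP addition. Technique: Cy5 fluorescence. Measure: % inhibition of unwinding.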
IMP-1 inh = inhibitors of Pseudomonas aeruginosa IMP-1 metallo-beta-lactamase; purified IMP-1, nitrocefin hydrolysis, epi-absorbance fluorescence; inhibition, % at 5.6 µM; 290,000 tested, 0.45% active; AID 1556;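 active = inhibition above the mean plus 3 SD of all compounds in the same screening run, cut at about 4.5% in these data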;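 note: 0% = IMP-1 with DMSO and 100% = DMSO wells lacking enzyme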
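system = purified recombinant IMP-1 beta-lactamase | amount = 0.2 nM IMP-1, as dispensed | medium = HEPES buffer pH 7.1 with ZnSO4 and Brij 35 | times = 25 °C, 15 min preincubation, 25 min reaction | detection = plate fluorescence quenching by hydrolysis product, ex 480/em 530 nm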
NALP1 inh = inhibitors of NALP1 inflammasome in yeast; inhibition, % at 10 µM; 280,000 tested, 0.61% active; S. cerevisiae NALP1/ASC/caspase-1 growth, X-gal OD620, 72 h; in the data active = inhibition mostly above about 24%, no sharp cut-off; inactive = mostly below about 32%; note: some compounds called inactive have numbers as strong as hits
SUMO HTRF inh = SUMOylation inhibition. inhibition, % at 35 µM. HTRF SUMOylation assay, SAE1/SAE2 + UBC9, in vitro. P63279. 290,000 tested, 0.36% active. AID 2006; in the data active = inhibition above about 50%, passing the limit was not always enough; note: strong numbers were not always called active
Target sequence (P63279 whole entry, looked up): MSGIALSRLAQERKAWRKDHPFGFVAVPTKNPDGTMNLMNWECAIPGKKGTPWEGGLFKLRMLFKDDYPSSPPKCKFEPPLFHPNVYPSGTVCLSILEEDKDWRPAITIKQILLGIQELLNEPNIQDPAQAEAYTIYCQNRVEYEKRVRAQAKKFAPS
DNA FID counter = fluorescent intercalator displacement, NS3 helicase counter-screen. inhibition, % at 7.9 µM. 290,000 tested, 0.17% active. DNA fluorescent intercalator displacement, fluorescence; in the data active = inhibition above about 37%;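 note: 0% = vehicle and 100% = reference compound; higher means more ethidium bromide displaced from hairpin DNA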
* = called active by the depositor; x = not tested or not shown.

Results follow in this order: IMP-1 inh, MEKK2mut PB1 HTS, SUMO HTRF inh, NALP1 inh, VIM-2 inhibitor, HCV NS3 hel inh, MEKK2 WT-MEK5, M18AAP inhibitor, DNA FID counter
1. Cc1ccc(S(=O)(=O)Nc2ccc(C(OC(=O)c3ccccc3[N+](=O)[O-])(C(F)(F)F)C(F)(F)F)cc2)cc1
 : -3.3, -2, -43, 23, 0.1, -13, 91, 6, -4
2. c1ccc2c(Nc3nc(N4CCOCC4)c4ccccc4n3)cccc2c1
 : -1.8, -2, -9, 91*, -2.5, -46, 103, -7, 5
3. Cn1c(=O)[nH]c(=O)c2c1nc(N1CCCC1)n2CCSc1nc2ccccc2[nH]1
 : -3.4, 7, 12, 4, -3.5, -4, 107, 2, 6
4. CCN(CC)c1ccc(C=Nc2cc(C)cc(C)c2)c(O)c1
 : -0.4, -6, -15, 15, -0.6, 3, 74, 8, 12
5. CCOc1cc(NC(=O)C2CCCO2)c(OCC)cc1NC(=O)C1CC1 (stereo not drawn)
 : -3.5, 2, -15, 1, -4.1, 0, 105, 10, -24
6. CC1CCN(S(=O)(=O)c2cccc(S(=O)(=O)N3CCOCC3)c2)CC1
 : 5.4*, -4, -2, 36, -2.2, -1, 98, -1, -10
7. CC(=O)NC(CCS(C)(=O)=O)C(=O)Nc1cc(Cl)ccc1Cl (stereo not drawn)
 : -3.1, 0, 18, 21, -0.9, -5, 100, 0, 3
8. COCCNC(=O)C(=O)NCC1OCCN1S(=O)(=O)c1ccc2c(c1)OCCO2 (stereo not drawn)
 : -4.4, 23, 20, x, -3.2, 16, 124, -7, -11
9. Cc1ccc(S(=O)(=O)/N=C(\N)c2ccc(F)cc2)cc1
 : -0.4, -8, -3, 6, 0.9, -1, 82, -5, -2
10. O=c1cc(-c2ccccc2)[nH]c2[nH]n(-c3ccccc3)c(=O)c12
 : -0.8, -4, -32, 1, -2.7, 10, 90, -5, -5

Carrying on:
Results follow in this order: IMP-1 inh, MEKK2mut PB1 HTS, SUMO HTRF inh, NALP1 inh, VIM-2 inhibitor, HCV NS3 hel inh, MEKK2 WT-MEK5, M18AAP inhibitor, DNA FID counter
11. CCNc1sc(C(=O)OCC)c(N)c1C#N
 : -0.3, -1, 0, 15, 0.3, 9, 104, -11, -4
12. COCCn1c(-c2ccc3ccccc3c2)nc2c1c(=O)[nH]c(=O)n2CC(C)C
 : -1.7, 4, -3, 5, -4.1, 16, 106, 0, -33
13. COc1ccc(CCNCC(O)Cn2ccc3ccccc32)cc1OC (stereo not drawn)
 : -0.1, 4, 8, 16, -1.6, -16, 109, -2, 5
14. CCOc1ccccc1/C=N/NC(=O)c1cccc(Cl)c1
 : -2.9, 0, 13, 17, -1.4, 6, 102, 9, -6
15. O=C(NCc1ccco1)C(c1ccccc1)N(Cc1ccccc1)C(=O)Cn1nnc2ccccc21 (stereo not drawn)
 : 0.4, 2, 4, -4, -0.6, 2, 93, -9, -8
16. Nc1ccc(Br)cc1C(=O)O
 : -2.1, 0, 14, 0, 1.5, 0, 103, 2, 3
17. CCOc1ccc(C2C(C#N)=C(N)Oc3cc(C)n(CCN4CCOCC4)c(=O)c32)cc1OCC (stereo not drawn)
 : -2.4, 7, 26, 0, -1.6, -2, 104, -5, -7
18. Cn1nccc1NC(=O)CSCC(=O)O
 : -2.3, 5, -2, 14, -0.3, 5, 102, -15, 5
19. CN(C)c1nc2c(c(=O)n(C)c(=O)n2C)n1Cc1ccccc1
 : -3.2, 1, 7, 7, -0.5, -2, 107, 0, -9
20. CCOc1ccc(Nc2nc(Cl)nc(N3CCN(c4ccc(OC)cc4)CC3)n2)cc1
 : -1.6, -1, 5, 18, 0.0, 2, 104, -13, -3

An excerpt of these results, screen by screen.
12. COCCn1c(-c2ccc3ccccc3c2)nc2c1c(=O)[nH]c(=O)n2CC(C)C
19. CN(C)c1nc2c(c(=O)n(C)c(=O)n2C)n1Cc1ccccc1
15. O=C(NCc1ccco1)C(c1ccccc1)N(Cc1ccccc1)C(=O)Cn1nnc2ccccc21 (stereo not drawn)
16. Nc1ccc(Br)cc1C(=O)O
11. CCNc1sc(C(=O)OCC)c(N)c1C#N
compound no.,12,19,15,16,11
IMP-1 inh,-1.7,-3.2,0.4,-2.1,-0.3
MEKK2mut PB1 HTS,4,1,2,0,-1
SUMO HTRF inh,-3,7,4,14,0
NALP1 inh,5,7,-4,0,15
VIM-2 inhibitor,-4.1,-0.5,-0.6,1.5,0.3
HCV NS3 hel inh,16,-2,2,0,9
MEKK2 WT-MEK5,106,107,93,103,104
M18AAP inhibitor,0,0,-9,2,-11
DNA FID counter,-33,-9,-8,3,-4

Further entries
Results follow in this order: IMP-1 inh, MEKK2mut PB1 HTS, SUMO HTRF inh, NALP1 inh, VIM-2 inhibitor, HCV NS3 hel inh, MEKK2 WT-MEK5, M18AAP inhibitor, DNA FID counter
21. CCc1nc(SCC(=O)Nc2cc(C)on2)n[nH]1
 : -3.7, 4, 16, 14, -4.4, 2, 102, 1, 4
22. c1cnc2ccc(C(c3nnnn3C3CCCCC3)N3CCCCC3)cc2c1 (stereo not drawn)
 : -1.8, -1, -3, 2, -2.6, -9, 93, 8, -35
23. O=C(Oc1cccc(C(=S)N2CCCCC2)c1)c1ccccc1
 : -2.6, 0, 7, 0, -2.1, 3, 99, 0, -20
24. O=C(c1ccco1)N(Cc1cc2ccccc2[nH]c1=O)CC1CCCO1 (stereo not drawn)
 : -3.3, 8, -7, 13, -0.6, -4, 101, -12, -11
25. CCCCCC(=O)NC(=S)Nc1ccccc1C(=O)OC
 : -1.4, 2, 14, 16, -1.7, 9, 97, 3, -19
26. CC(=O)OC[C@H]1O[C@@H](O/N=C(\C)CCN2CCCCc3nc(C)c(C)cc32)[C@H](OC(C)=O)[C@@H](OC(C)=O)[C@@H]1OC(C)=O
 : -1.2, -2, 0, 9, -5.3, -4, 102, -1, -8
27. CC1CCN(c2ccccc2NC(=O)c2cc([N+](=O)[O-])ccc2N2CCOCC2)CC1
 : -2.4, -3, -22, 4, -2.2, -12, 95, -2, -39
28. Cc1ccc2[nH]c(=O)cc(C(=O)OCC(=O)c3ccc(F)cc3)c2c1
 : -0.1, -12, 0, -13, 0.6, 2, 87, -15, 1
29. Cc1cc(=O)n2nc(N3CCCC(C(=O)N4CCN(c5ccccc5)CC4)C3)sc2n1 (stereo not drawn)
 : -2.1, 4, 6, 10, -2.3, 7, 102, 0, -19
30. CC(NC(=O)c1ccccc1Br)c1nnc(SCc2ccc([N+](=O)[O-])cc2)n1C (stereo not drawn)
 : -1.4, 4, 8, -16, 0.6, 2, 106, -4, -2

Remaining list, next part.
Results follow in this order: IMP-1 inh, MEKK2mut PB1 HTS, SUMO HTRF inh, NALP1 inh, VIM-2 inhibitor, HCV NS3 hel inh, MEKK2 WT-MEK5, M18AAP inhibitor, DNA FID counter
31. O=C(COc1ccc(C(=O)c2ccccc2)cc1)NCc1ccc(F)cc1
 : -3.8, 7, -13, 25, -1.8, 7, 99, 2, -21
32. Cc1ccc(-n2cc(CN3CCN(Cc4nccn4C)CC3)c(-c3ccc(F)cc3)n2)cc1
 : -1.9, 1, -9, 0, -3.1, -68, 114, 0, 32
33. COCCCNc1nc2ccccc2nc1NS(=O)(=O)c1cccs1
 : -1.4, 0, 16, 0, -0.8, 11, 98, -5, -14
34. Cn1c(=O)cc(SCC(=O)NCCCN2CCN(c3ccc(F)cc3)CC2)c2ccccc21
 : -3.5, 10, -1, 15, -2.9, -5, 131, 3, 10
35. NS(=O)(=O)c1ccc(CCNC(=O)CSc2ccc(Cl)cc2)cc1
 : -2.3, 12, -12, 28, -0.5, 2, 114, -2, -2
36. CCN(C(=O)c1cc2c(=O)n3cccc(C)c3nc2n1CCCOC)C1CCCCC1
 : -0.7, -1, 11, 21, 2.3, -6, 91, 1, -54
37. COc1cc(/C=C2\SC(=O)N(Cc3ccc(Cl)cc3)C2=O)cc([N+](=O)[O-])c1O
 : -2.9, -5, 26, 6, -0.8, 9, 92, 3, -5
38. Cc1c(O)ccc(NC(=O)/C=C/c2ccccc2)c1C
 : -0.9, 2, 1, -5, -0.9, -13, 89, -6, -4
39. CC(C)CC(=O)Nc1ccc(Oc2ccc3c(c2)C(=O)NC3=O)cc1
 : -2.5, 6, -1, -2, -0.1, -2, 104, 0, -17
40. CCOc1cc(C2NC(=O)NC(C)=C2C(C)=O)cc(Cl)c1OCC(=O)O (stereo not drawn)
 : -3.1, 0, -10, -1, -2.0, -3, 99, 0, -2

Additional results
Results follow in this order: IMP-1 inh, MEKK2mut PB1 HTS, SUMO HTRF inh, NALP1 inh, VIM-2 inhibitor, HCV NS3 hel inh, MEKK2 WT-MEK5, M18AAP inhibitor, DNA FID counter
41. Cc1cc(=O)n2nc(N3CCCC(C(=O)NCCCN4CC(C)CC(C)C4)C3)sc2n1 (stereo not drawn)
 : -0.2, 0, 5, -4, -3.2, -1, 104, -4, 4
42. O=C(/C=C/c1ccccc1Cl)NCc1ccco1
 : -0.3, 6, 13, 0, 2.3, 9, 102, -2, -1
43. COc1cccc(CCNc2ccc(N3C(=O)CC(C)C3=O)cc2[N+](=O)[O-])c1 (stereo not drawn)
 : 0.9, -6, -16, 10, -4.5, -17, 93, -2, 2
44. Cc1onc(-c2c(Cl)cccc2Cl)c1C(=O)O/N=C(\C#N)c1c(Cl)cccc1Cl
 : -1.3, -4, 22, 32, -0.3, -3, 91, -16, 1
45. Fc1ccc(CN2CCN(c3ncnc4scc(-c5ccc(F)cc5)c34)CC2)cc1
 : -0.7, -1, -16, 5, -1.3, -10, 100, 0, -7
46. CC(/C=C/c1ccccc1)=N\NC(=O)c1ccc(Br)cc1
 : -3.6, 3, 19, -7, -4.7, 5, 96, -1, -8
47. N=c1c(-c2nc3ccccc3[nH]2)cc(C(=O)c2cccs2)nn1-c1ccc(Cl)cc1
 : -2.8, 5, x, x, -5.9, -9, 105, -2, -6
48. CNC(=S)N1N=C(c2ccc(OC)cc2)CC1c1ccccc1Cl (stereo not drawn)
 : -1.4, -2, 7, 3, -1.1, -4, 99, 3, -3
49. CCCCOC(=O)Nc1ccc(S(=O)(=O)Nc2cc(C)nc(C)n2)cc1
 : -0.5, 13, 15, 29, -0.7, 1, 113, -7, -2
50. CC1CCCCN1S(=O)(=O)c1ccc(S(=O)(=O)N2CCN(C)CC2)cc1 (stereo not drawn)
 : 0.2, 2, 15, 3, -0.8, 0, 101, -2, -2

(more compounds)
Results follow in this order: IMP-1 inh, MEKK2mut PB1 HTS, SUMO HTRF inh, NALP1 inh, VIM-2 inhibitor, HCV NS3 hel inh, MEKK2 WT-MEK5, M18AAP inhibitor, DNA FID counter
51. COc1ccc(N2CCN(C3CCCN(Cc4ccc(F)cc4)C3)CC2)cc1 (stereo not drawn)
 : -3.8, 4, 1, -2, -3.6, -1, 109, 8, 2
52. CC12CCC(C(=O)Nc3cccc(Cl)c3)(C(Br)C1=O)C2(C)C (stereo not drawn)
 : -3.8, 0, -14, 25, 0.1, -6, 102, 1, -5
53. CC12CCC(c3c(CO)nn(-c4ccccc4)c31)C2(C)C (stereo not drawn)
 : 0.7, -3, 9, 13, -2.6, -2, 98, 2, -26
54. CCN(CC)CCN(C(=O)c1cc2ccccc2cc1OC)c1nc2ccc(F)cc2s1
 : -3.2, 20, -11, 25, -1.7, -85, 140*, 6, 29
55. Cc1nn(-c2nc3ccccc3s2)c(N)c1-c1ccccc1
 : 0.8, 0, 23, 28, -3.4, 0, 95, 4, -3
